Screening data (PubChem)
eLon inh: inhibits E. coli Lon protease | purified E. coli Lon protease, fluorescence polarization | inhibition, % at 7.94 µM | 0.42% of 360,000 active | AID 602123; in the data active = inhibition above about 13%, passing the limit was not always enough;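 also: 0% = enzyme with probe and DMSO and 100% = no enzyme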
Scp-1 inhibitor: Scp-1 (human) phosphatase inhibition; Q9GZU7; Recombinant Scp1, phosphopeptide, malachite green phosphate absorbance; inhibition, % at 20 µM; 0.88% of 340,000 active; AID 493091;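 active = inhibition above about 50% at 20 µM, limit read from the data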;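 also: plate controls were DMSO wells with enzyme for no effect and wells lacking enzyme for full effect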
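Material: truncated SCP-1 phosphatase (76-261aa) / Buffer or medium: 50 mM Tris acetate pH 5.5, 0.005% Tween-20, 10 mM MgCl2 / Compound dosing: one concentration, 20 µM, with 1.0% DMSO / Incubation: 45 min room-temperature reaction, 5 min colour, 30 min stabiliser / Detection: colorimetric free-phosphate detection, absorbance 630 nm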
MsrA act: activators of bovine methionine sulfoxide reductase A; purified bovine MsrA, absorbance read-out; activation, % at 10.6 µM; 0.3% of 360,000 active; in the data active = activation above about 7.5%;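 also: 0% = vehicle and 100% = reference activator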
TbMetRS inhib: blocks T. brucei methionyl-tRNA synthetase activity; purified T. brucei MetRS, ATP depletion, Kinase-Glo luminescence; inhibition, % at 11.9 µM; 0.4% of 360,000 active;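 active = inhibition above a per-plate cutoff of the control wells' mean inhibition plus 3 SD, cut at about 5.5% in these data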;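 also: 0% = DMSO wells median and 100% = median of wells with control inhibitor compound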
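Assay system: T. brucei methionyl-tRNA synthetase, purified | Medium: HEPES buffer with MgCl2, KCl, DTT, spermine, BSA, pyrophosphatase | Compound: 11.9 µM single point | Incubation: 15 min enzyme-compound preincubation, 2 h reaction, 10 min detection, 25 °C | Measured by: Kinase-Glo luciferase luminescence reporting remaining unconsumed ATP | Measure: % inhibition normalized to control-well medians | Replication: Singlicate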
MsrA inh: inhibitors of bovine MsrA; 0.75% of 360,000 active; inhibition, % at 15.5 µM; purified bovine MsrA, absorbance read-out; AID 651718; in the data active = inhibition above about 4.5%;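 also: 0% = vehicle wells with enzyme and 100% = reference inhibitor wells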
SUMO1-SIM PPI: SUMO1-SIM interaction modulation. P63165. SUMO1 binding to a labelled peptide, TR-FRET, 1 h. inhibition, % at 20 µM. 0.33% of 360,000 active. AID 602429; in the data active = inhibition above about 37%
LMPTP inh: blocks human LMPTP phosphatase; P24666; recombinant LMPTP-A, OMFP fluorogenic substrate, fluorescence intensity; inhibition, % at 20 µM; 0.22% of 360,000 active;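 active = compounds that cut the enzyme signal by at least half of the control window in the single-dose screen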;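 also: plate controls were DMSO wells with enzyme plus substrate for no effect and substrate without enzyme for full effect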
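Test system: LMPTP-A, protein tyrosine phosphatase of low molecular weight; Input: 0.625 nM enzyme; Incubation: 50 min dark incubation at room temperature; Signal: endpoint fluorescence intensity from OMFP dephosphorylation; Read-out basis: % inhibition versus control wells.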
CendR NRP1 mod: NRP-1/CendR interaction modulation. AID 602438. FAM-RPARPAR peptide binding to NRP-1, fluorescence polarization. 0.85% of 360,000 active. O14786. inhibition, % at 25 µM;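 active = inhibition or corrected inhibition above about 18%, plus a signal ratio from 0.5 to 1.5, limit read from the data, passing the limit was not always enough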; also: strong numbers were not always called active
Target sequence (O14786 whole entry, looked up): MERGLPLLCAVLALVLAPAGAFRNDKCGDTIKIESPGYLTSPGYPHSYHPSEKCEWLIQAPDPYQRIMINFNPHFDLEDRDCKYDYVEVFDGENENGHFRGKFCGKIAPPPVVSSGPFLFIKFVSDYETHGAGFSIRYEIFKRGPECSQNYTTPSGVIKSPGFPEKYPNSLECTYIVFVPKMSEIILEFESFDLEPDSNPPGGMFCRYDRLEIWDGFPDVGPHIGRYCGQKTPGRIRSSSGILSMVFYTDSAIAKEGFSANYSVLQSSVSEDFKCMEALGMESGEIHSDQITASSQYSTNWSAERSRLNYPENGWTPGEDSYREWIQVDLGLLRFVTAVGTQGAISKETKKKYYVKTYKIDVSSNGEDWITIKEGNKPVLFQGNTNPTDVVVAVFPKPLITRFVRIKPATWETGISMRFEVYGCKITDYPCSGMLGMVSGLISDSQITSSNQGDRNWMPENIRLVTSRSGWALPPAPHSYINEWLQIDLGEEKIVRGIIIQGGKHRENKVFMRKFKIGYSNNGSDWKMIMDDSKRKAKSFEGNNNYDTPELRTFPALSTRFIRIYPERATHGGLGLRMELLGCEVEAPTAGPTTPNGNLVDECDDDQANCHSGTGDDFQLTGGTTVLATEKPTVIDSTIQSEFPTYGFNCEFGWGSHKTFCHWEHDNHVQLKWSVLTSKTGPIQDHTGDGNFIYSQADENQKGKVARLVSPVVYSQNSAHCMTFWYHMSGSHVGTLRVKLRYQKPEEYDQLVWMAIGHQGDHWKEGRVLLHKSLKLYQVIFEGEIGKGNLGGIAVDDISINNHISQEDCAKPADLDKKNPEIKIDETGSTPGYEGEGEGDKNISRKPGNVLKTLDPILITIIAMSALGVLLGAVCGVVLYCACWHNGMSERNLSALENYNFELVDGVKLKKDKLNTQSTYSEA
DNMT1 inh: blocks human DNA methyltransferase DNMT1; inhibition (reported as % activation of signal), % at 10 µM; 0.83% of 360,000 active; P26358; DNMT1 molecular beacon, Hinp1I cleavage, fluorescence; in the data active = inhibition above about 50%
STEP block: blocks human striatal-enriched tyrosine phosphatase; recombinant STEP, OMFP fluorogenic substrate, fluorescence; 0.25% of 360,000 active; inhibition, % at 20 µM;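 active = inhibition at 20 µM, scaled per plate between control wells, above about 37%, limit read from the data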;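 also: 0% = DMSO with enzyme and substrate and 100% = substrate only without enzyme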
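Material: STEP (striatal-enriched tyrosine phosphatase) enzyme, cell-free | Medium: 50 mM Bis-Tris pH 6.0 with 2.5 mM DTT and 0.005% Tween 20 | Read-out: Percent inhibition scaled to no-enzyme and uninhibited-enzyme controls, plate-pattern corrected | Signal: Fluorescence read at 480 nm ex / 540 nm em | Times: 20 min reaction, room temperature, in the dark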
The depositor's hits bear a star; x = not tested or not shown. Outcome played no part in choosing rows; about 4.3% have a hit in one of these screens.

Order of values: eLon inh, DNMT1 inh, CendR NRP1 mod, STEP block, MsrA inh, Scp-1 inhibitor, MsrA act, LMPTP inh, SUMO1-SIM PPI, TbMetRS inhib
- CCCCCCCCS(=O)C1CCS(=O)(=O)C1 (stereo unspecified)
    4, 3, 12, -4, -0.7, 7, -4, -0.2, 0, -1.0
- CCn1c(COc2ccc3ccccc3c2C)nnc1SCC(=O)Nc1cccc(C(=O)O)c1
    -3, 1, 9, 0, -0.3, 4, -9, -1.6, 1, -0.6
- COC(=O)c1cn(NC(=O)C2CCC(C(C)(C)C)CC2)c(=O)c2ccccc12 (stereo unspecified)
    -3, 5, 4, 0, -0.3, -6, -10, -0.1, 5, -0.5
- Cc1cc(=O)oc2c3c(ccc12)OC/C3=N/N
    2, 13, -16, 0, 2.8, 6, -5, 2.3, 17, -0.8
- O=C(O)c1cccc(S(=O)(=O)N(Cc2ccccc2)c2cccc(C(F)(F)F)c2)c1
    -5, 1, 5, 0, 0.6, -12, 2, -0.2, 3, -0.6
- COc1ccc(CNCc2cccc(OC)c2OC)cc1Br
    8, 0, -5, -2, 1.5, -3, -4, 0.8, -7, -0.2
- COc1ccccc1NC(=O)CCCc1c[nH]c2ccccc12
    1, -1, 65*, 2, -1.4, -10, 0, 0.0, 3, -0.2
- Cc1ccc(C(=O)OCC(=O)NCC2CCCO2)c(C)c1 (stereo unspecified)
    3, 1, -13, -1, -0.4, -7, -1, -1.3, 1, -0.4
- COc1ccc(CCNC(=O)CCc2nc3ccccc3[nH]2)cc1OC
    -6, 3, -10, -1, -1.7, 0, -1, 0.1, -2, 8.3*
- CCOc1ccc(Br)cc1S(=O)(=O)Nc1cccc(S(=O)(=O)N(C)C)c1
    4, -7, -3, -3, 0.2, -6, -5, 0.1, -1, 0.9
- CC(C)(C)NS(=O)(=O)c1ccc(CCC(=O)Nc2ccc3c(c2)OCO3)cc1
    4, -8, 10, 0, -0.2, -4, -10, 0.1, -1, -0.7
- CCCCN(CC)CCCNC(=O)c1cc2c(=O)n(CC)c3ccccc3c2s1
    -1, 4, -6, -1, 0.5, 1, -2, 0.7, -14, 0.1
- COc1cc2[nH]c(=O)c(C(=O)NCc3ccc(C)cc3)c(O)c2cc1OC
    6, 21, 12, 0, 1.1, x, -4, -1.2, -5, -0.2
- CCCn1cc(S(=O)(=O)c2ccc(C)cc2)c(=O)c2cc(OC)c(OC)cc21
    -8, -2, 8, 0, 1.3, 0, -4, 0.2, 10, -0.1
- O=C1NCCc2c1[nH]c1c(Cl)ccc(Cl)c21
    0, 0, 0, -7, 0.1, -3, -2, -0.2, -12, -0.3
- COc1ccc(-n2cc(CNCC3CC(=O)N(C4CC4)C3)c(-c3ccccc3Cl)n2)cc1 (stereo unspecified)
    2, 2, -8, 3, 1.7, -1, -1, 0.7, 4, 0.1
- C=CCn1c(COc2ccc3c(c2)CCCC3)nnc1SCC(=O)Nc1cccc(SC)c1
    -4, -13, 14, -1, 0.3, 12, 2, 7.2, -1, -0.4
- Cc1cc(C)c(S(=O)(=O)Nc2c(C)n(C)n(-c3ccccc3)c2=O)cc1[N+](=O)[O-]
    -1, 1, -2, -1, 0.5, -4, 0, -1.0, -10, -0.2
- O=C(CSc1nnc(-c2ccccc2)o1)NC1CCS(=O)(=O)C1 (stereo unspecified)
    4, 4, 10, -12, -0.6, 0, -4, -2.5, -1, -0.5
- CCOC(=O)N1CCC(NC(=O)CCc2c(C)nc3c(c(C)nn3C(C)(C)C)c2C)CC1
    -14, -1, -5, 2, 0.3, 6, 1, -1.2, -3, 0.5
- O=C(NCc1ccco1)c1cccc(-c2cncc3nccn23)c1
    -7, 1, -4, -1, -0.3, x, -5, -1.4, -12, 0.2
- CSCC[C@H]1COC[C@@H](Cc2ccccc2)N1c1ccccc1
    -4, 3, -2, 0, 0.2, x, -3, 2.8, -1, -0.9
- CN(C)C(CNC(=O)C1CCN(S(=O)(=O)c2ccccc2)CC1)c1ccccc1 (stereo unspecified)
    2, 88*, -8, 20, -0.5, 12, 1, 2.4, 2, -0.1
- CC1CCCCN1C(=O)Cc1ccc(Cl)cc1 (stereo unspecified)
    5, 1, 6, -5, -0.1, -7, -3, -0.7, -2, 0.2
- COc1ccc(Br)cc1CNC(=O)CCC(=O)n1nc(C)c2ccccc21
    -11, -7, 0, 16, 0.7, -3, -1, 2.0, 6, -0.3
- COc1ccc(C)cc1NC(=O)CCNS(=O)(=O)c1ccc2c(c1)CC(C)N2C(C)=O (stereo unspecified)
    0, -3, 0, -5, 1.5, -6, -3, -0.3, 2, -0.6
- Cc1cc(S(=O)(=O)NC2CCCC2)ccc1F
    2, 2, 11, -5, -1.4, 1, -2, 0.0, -2, -0.9
- COc1ccc(CNC(=S)Nc2ccccc2-c2ccccc2)cc1
    5, -1, -10, 0, x, x, 0, -0.1, 11, 0.0
- COc1ccc(C(=O)N2CCN(C)C(C)C2)cc1OC1CCN(C(C)=O)CC1 (stereo unspecified)
    -13, 0, -10, 0, 0.0, -2, -5, -0.9, 3, -0.3
- CN1C(=O)C(CC(=O)N2CCN(C(c3ccccc3)c3ccccc3)CC2)N(C)C1=O (stereo unspecified)
    2, -2, -4, -5, 0.8, -2, -2, -0.4, -3, -0.3

Next part, starting with the last two of the part before.
Order of values: eLon inh, DNMT1 inh, CendR NRP1 mod, STEP block, MsrA inh, Scp-1 inhibitor, MsrA act, LMPTP inh, SUMO1-SIM PPI, TbMetRS inhib
- COc1ccc(C(=O)N2CCN(C)C(C)C2)cc1OC1CCN(C(C)=O)CC1 (stereo unspecified)
    -13, 0, -10, 0, 0.0, -2, -5, -0.9, 3, -0.3
- CN1C(=O)C(CC(=O)N2CCN(C(c3ccccc3)c3ccccc3)CC2)N(C)C1=O (stereo unspecified)
    2, -2, -4, -5, 0.8, -2, -2, -0.4, -3, -0.3
- COc1cccc(N2CC(C(=O)NNC(=O)c3ccc(Cl)cc3)CC2=O)c1 (stereo unspecified)
    5, 2, 13, 3, -1.0, -5, -7, -0.5, -1, 0.2
- COc1ccc(N2C(=O)c3ccccc3NC(=O)C2C(=O)NCc2ccco2)cc1 (stereo unspecified)
    x, x, -3, x, -1.1, x, x, -0.4, 3, -0.1
- O=C(Nc1cc(Cl)ccc1Cl)P(=O)(O)c1ccccc1
    -5, 6, 7, -2, 0.0, -8, -2, -1.0, 10, -0.3
- COc1ccc(-c2[nH]ncc2CN(C)C(C)c2ccon2)c(OC)c1 (stereo unspecified)
    -2, 2, -3, -4, -0.9, -9, -3, -2.3, 5, -0.2
- Cc1nc2ncccn2c1-c1csc(Nc2ccc(S(N)(=O)=O)cc2)n1
    -5, -2, 1, 1, 0.7, -12, -5, -0.5, -3, -0.2
- C/C(CCc1ccc2c(c1)OCO2)=N\NC(=O)c1ccc(C)cc1C
    2, -1, -5, 2, -0.6, 5, -12, 1.9, 1, -1.3
- Cc1cc(C)cc(N(CC(=O)NCc2ccccc2)C(=O)CCC(=O)Nc2ccccn2)c1
    -2, 0, -2, 2, 0.1, -3, -1, 0.2, 7, -0.1
- COC(=O)Cc1c(O)ccn(Cc2cccc(C(F)(F)F)c2)c1=O
    -3, 0, 9, -3, -0.3, -6, -1, -1.0, -1, 0.0
- O=C(NNC1=C(C(=O)C(F)(F)F)CCC1)c1ccccc1Cl
    -1, 3, -5, 1, -0.8, -3, -2, -0.7, -5, -0.3
- CCCn1c(SCC(=O)Nc2ccccc2OC)nnc1-c1ccco1
    -3, 0, -1, 5, -0.8, -3, -2, -0.8, 2, 0.0
- Cc1cc(S(=O)(=O)N(Cc2ccccn2)Cc2ccco2)ccc1-n1cnnn1
    -3, 5, 2, -4, -1.4, 0, -5, -1.5, -3, -0.7
- CCOC(=O)c1c(C)c(-c2ccccc2)n(CC(=O)N2CCN(C)CC2)c1C
    -11, 1, -8, -2, -0.1, -4, -4, -7.0, -1, -1.0
- COC(=O)c1ccc(NC(=O)C2CC(=O)N(c3ccc(C)cc3)C2)cc1 (stereo unspecified)
    -7, 1, -2, 3, 0.4, -2, -3, 0.0, -1, -0.2
- COCC(=O)N(Cc1cc2cc(OC)ccc2[nH]c1=O)c1ccc(C)cc1
    -5, -6, 2, 0, 2.8, 0, -4, 0.5, 2, -0.9
- Cc1ccccc1Cn1c(=O)n(-c2ccccc2)c(=O)c2ccc(C(=O)NCc3ccco3)cc21
    10, 33, -5, 0, 0.2, x, -3, -0.7, 5, -0.2

Some values from the entries so far:
CSCC[C@H]1COC[C@@H](Cc2ccccc2)N1c1ccccc1 in STEP block → 0
CCn1c(COc2ccc3ccccc3c2C)nnc1SCC(=O)Nc1cccc(C(=O)O)c1 in DNMT1 inh → 1
C=CCn1c(COc2ccc3c(c2)CCCC3)nnc1SCC(=O)Nc1cccc(SC)c1 in LMPTP inh → 7.2
COc1ccc(Br)cc1CNC(=O)CCC(=O)n1nc(C)c2ccccc21 in SUMO1-SIM PPI → 6
